Source: PubChem BioAssay
mIAP inh: blocks mouse intestinal alkaline phosphatase | purified mouse IAP, CDP-Star luminescence, 30 min | inhibition, % at 10 µM | 0.2% of 330,000 active;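 active = inhibition of at least 40% at 10 µM in the primary screen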;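 also: plate controls were DMSO with enzyme for no effect and no enzyme wells for full effect; values of inactives mirror those of a sister screen read the other way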
hIAP act: human IAP activation; activation factor at 10 µM; 0.16% of 330,000 active; P09923; purified human IAP, CDP-Star luminescence, 30 min; stronger effect = higher value; 1 = vehicle-only enzyme, 0 = enzyme-free background;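 active = activation factor of the enzyme at least 2-fold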; also: the source names both 10 and 20 µM as test concentration; values of inactives mirror those of a sister screen read the other way
Target sequence (P09923 whole entry, looked up): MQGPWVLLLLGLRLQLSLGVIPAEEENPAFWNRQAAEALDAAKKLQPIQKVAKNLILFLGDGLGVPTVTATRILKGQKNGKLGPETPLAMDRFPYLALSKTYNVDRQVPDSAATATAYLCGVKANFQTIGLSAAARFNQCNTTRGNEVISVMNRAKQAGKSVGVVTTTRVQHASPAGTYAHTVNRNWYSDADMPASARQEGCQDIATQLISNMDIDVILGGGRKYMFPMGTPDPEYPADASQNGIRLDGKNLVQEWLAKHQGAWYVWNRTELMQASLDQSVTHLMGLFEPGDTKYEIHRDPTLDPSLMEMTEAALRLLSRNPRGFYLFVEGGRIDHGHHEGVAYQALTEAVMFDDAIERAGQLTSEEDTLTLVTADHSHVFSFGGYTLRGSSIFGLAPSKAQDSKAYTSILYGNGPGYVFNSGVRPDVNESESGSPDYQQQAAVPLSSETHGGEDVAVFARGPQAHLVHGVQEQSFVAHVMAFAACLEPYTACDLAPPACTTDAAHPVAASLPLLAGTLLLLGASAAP
beta cell repl: induces beta-cell replication in MIN6 cells; MIN6 cells proliferation, ATPlite luminescence, 48 h; cells starved in 0.2% serum; 100% = growth in 10% serum; proliferation, % at 10 µM; 0.29% of 330,000 active;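 active = compounds whose signal lies at least 3.5 SD above the mean of all wells on their plate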;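 also: 0% = DMSO-treated cells in low-serum medium and 100% = 10% serum control; some compounds called inactive have numbers as strong as hits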
MPTP inh: blocks calcium-induced mitochondrial swelling. 1.4% of 360,000 active. AID 602449. isolated mouse mitochondria, Ca2+ swelling absorbance, 30 min. inhibition, % at 10 µM;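 active = inhibition of 50% or more, scaled per plate between neutral and stimulator controls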;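 also: 0% = DMSO wells given calcium and 100% = 1 mM EGTA wells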
mIAP activ: mouse IAP activation; muIAP, CDP-Star luminescence, 30 min; stronger effect = higher value; 1 = vehicle-only enzyme signal, 0 = enzyme-free wells; 0.24% of 330,000 active; AID 2805; activation factor at 10 µM;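 active = activation factor of at least 2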; also: the source names both 10 and 20 µM as test concentration; values of inactives mirror those of a sister screen read the other way
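also added = chemiluminescent substrate CDP-Star | test system = mouse IAP enzyme | signal = chemiluminescence readout | compound = DMSO-dissolved test compounds | incubation = 30 min at room temperature | benchmarks = DMSO wells, no-enzyme wells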
hIAP block: blocks human intestinal alkaline phosphatase; purified IAP, CDP-Star luminescence, 30 min; inhibition, % at 10 µM; 0.12% of 330,000 active; AID 2544;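 active = inhibition reaching a set limit with compound at 10 µM in the primary screen, cut at about 35% in these data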;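 also: plate controls were DMSO wells with enzyme for no effect and no-enzyme buffer wells for full effect; values of inactives mirror those of a sister screen read the other way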
APOBEC3A inh: blocks human APOBEC3A ssDNA deamination; P31941; recombinant A3A, FAM/TAMRA ssDNA deamination fluorescence; inhibition, % at 20 µM; 0.41% of 330,000 active; AID 493011;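 active = at least 40% inhibition at 20 µM here, with at most 30% in a related deaminase screen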;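 also: plate controls were A3A with DMSO for no effect and wells lacking A3A enzyme for full effect; some results filed as inactive read as strong as hits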
Target sequence (P31941 whole entry, looked up): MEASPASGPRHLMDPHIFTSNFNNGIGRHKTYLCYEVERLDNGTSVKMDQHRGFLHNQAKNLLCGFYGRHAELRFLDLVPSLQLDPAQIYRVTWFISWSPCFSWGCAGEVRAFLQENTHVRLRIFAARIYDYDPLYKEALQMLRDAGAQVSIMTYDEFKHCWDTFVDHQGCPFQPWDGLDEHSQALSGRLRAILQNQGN
A3G deaminase: blocks human APOBEC3G single-stranded DNA deamination; Q9HC16; recombinant A3G, ssDNA deamination FAM/TAMRA fluorescence; inhibition, % at 20 µM; 0.28% of 330,000 active;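 active = inhibition of at least 40% at 20 µM, with no more than 30% in the related APOBEC3A deaminase screen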;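 also: plate controls were DMSO wells with A3G for no effect and wells lacking A3G enzyme for full effect; some compounds called inactive have numbers as strong as hits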
NR3A LBD binder: modulates the human NR3A ligand-binding domain; NR3A LBD differential scanning fluorimetry, Tm shift; 0% = protein alone, 100% = glycine-bound protein; Tm shift relative to glycine control, % at 25 µM; 2.5% of 340,000 active;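 active = melting temperature shift of at least 10% of the positive control shift, at one fixed dose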
Numbers without * were called inactive; nt = not tested or not shown.

[1] CC1(C)C/C(=N\O)C(C(O)c2cccc([N+](=O)[O-])c2)C(C)(C)N1 (stereo unspecified)
[2] Cc1cccc(C(C(=O)NC2CCCC2)N(C(=O)c2csnn2)C2CC2)c1 (stereo unspecified)
[3] O=c1c2ccccc2nnn1CSc1nc2sc3c(c2c(=O)n1CC1CCCO1)CCC3 (stereo unspecified)
[4] COc1ccc(S(=O)(=O)N2CCN(CC(=O)Nc3cc(Cl)ccc3Cl)CC2)cc1
[5] COc1ccc(SC[C@H](C)CN2CC[C@H](NC(=O)OCc3ccccc3)CCC2=O)cc1
[6] O=c1[nH]c(=S)n(-c2ccc(Br)cc2)c2ncccc12
[7] Cc1ccc(NC(=O)c2ccc(Cl)c(S(=O)(=O)Nc3c(C)n(C)n(-c4ccccc4)c3=O)c2)cc1Cl
[8] COc1cccc(NC(=O)CCC2CCN(C(=O)c3cncs3)CC2)c1

Screen / compound no. | 1 | 2 | 3 | 4 | 5 | 6 | 7 | 8
mIAP inh | -3 | -10 | 10 | 5 | -20 | 13 | 8 | 4
hIAP act | 1.1 | 1.2 | 0.94 | 0.91 | 0.98 | 0.96 | 1.2 | 1
beta cell repl | -2 | -2 | -1 | -2 | -6 | 1 | -7 | 1
MPTP inh | 2.6 | -2.9 | 2.8 | -1.5 | 0.2 | 0.7 | -0.4 | -0.7
mIAP activ | 1 | 1.1 | 0.91 | 0.95 | 1.2 | 0.87 | 0.92 | 0.96
hIAP block | -12 | -24 | 6 | 10 | 2 | 4 | -16 | 0
APOBEC3A inh | -3 | -4 | 6 | -1 | -4 | -3 | -1 | -3
A3G deaminase | -8 | 2 | 0 | -3 | -7 | -7 | -6 | -6
NR3A LBD binder | 0 | 1 | 1 | 1 | -2 | 0 | 3 | 9

[9] COc1ccccc1CNC(=O)CCn1c(=O)[nH]c2ccsc2c1=O
[10] Cc1cc(C)c2cc(C(=O)Nc3ccc4c(c3)OCO4)[nH]c2c1
[11] CC1CC(=O)Nc2cc([N+](=O)[O-])ccc2N1 (stereo unspecified)
[12] CC(C)CNC(=O)CC(=O)NN=C1CCCC1
[13] Cc1ccc(Nc2cc(C)nc3nc(C)nn23)cc1
[14] O=C(c1cc(S(=O)(=O)N2CCOCC2)c(Cl)cc1Cl)N1CCCC1
[15] CCC(C)(C)n1nnnc1C(c1cccc(C#N)c1)N1CCN(c2cccc(C)c2C)CC1 (stereo unspecified)
[16] COc1ccc(Br)cc1CN1CCN(C(=O)c2ccco2)CC1

Screen / compound no. | 9 | 10 | 11 | 12 | 13 | 14 | 15 | 16
mIAP inh | 2 | -5 | -1 | 4 | 14 | 0 | -3 | 10
hIAP act | 1 | 0.98 | 1 | 1.1 | 1 | 0.9 | 1.2 | 1.1
beta cell repl | 0 | 3 | -4 | 0 | -4 | -1 | -2 | 2
MPTP inh | 0.0 | nt | 1.6 | 0.4 | -0.6 | -2.3 | 1.6 | 0.0
mIAP activ | 0.98 | 1 | 1 | 0.96 | 0.86 | 1 | 1 | 0.91
hIAP block | 0 | 2 | 0 | -15 | -3 | 10 | -24 | -9
APOBEC3A inh | -3 | 2 | 11 | 7 | -5 | 4 | -4 | -6
A3G deaminase | -7 | 18 | 4 | 2 | -5 | 1 | -3 | -7
NR3A LBD binder | 2 | -12 | 0 | 1 | -2 | 1 | 1 | -2

[17] O=C(NCCOc1nc(N2CCOCC2)nc(N2CCOCC2)n1)Nc1ccccc1
[18] O=C1C(=O)N(CCCn2ccnc2)C(c2cccnc2)/C1=C(/O)c1ccc(F)cc1 (stereo unspecified)
[19] Cc1cc(C)n(-c2nc3ccccc3nc2N2CCCC2)n1
[20] CN(c1ccc(C(=O)Nc2cccnc2)cc1)S(C)(=O)=O
[21] NC(=O)c1ccc(Oc2ccc3c(c2)CCC3)c([N+](=O)[O-])c1
[22] COc1ccccc1C(=O)Nc1cccc2c1CCCC2
[23] COc1ccc(C2Nc3ccccc3C(=O)N2Cc2ccco2)cc1COc1ccccc1F (stereo unspecified)
[24] CC(NC(=O)c1ccccc1Cl)C1COc2ccccc2O1 (stereo unspecified)

Screen / compound no. | 17 | 18 | 19 | 20 | 21 | 22 | 23 | 24
mIAP inh | -5 | 8 | 11 | 6 | 10 | 6 | 1 | -6
hIAP act | 1.1 | 1 | 0.85 | 0.95 | 0.93 | 0.85 | 0.95 | 1.1
beta cell repl | -2 | -2 | 3 | -1 | -2 | 1 | -3 | -1
MPTP inh | -0.8 | 0.1 | 1.5 | 1.5 | -0.9 | 0.1 | 2.2 | -0.6
mIAP activ | 1 | 0.92 | 0.89 | 0.94 | 0.9 | 0.94 | 0.99 | 1.1
hIAP block | -6 | -3 | 15 | 5 | 7 | 15 | 5 | -6
APOBEC3A inh | 0 | -1 | 0 | -2 | 1 | -1 | -2 | 0
A3G deaminase | 0 | -10 | -5 | 1 | -5 | -6 | -4 | -2
NR3A LBD binder | -1 | 0 | 0 | 3 | 0 | 2 | -8 | 3

[25] Cc1ccc(Oc2nnc(-c3ccccc3)cc2C#N)cc1
[26] CCN(CC(=O)Nc1cccc(S(=O)(=O)N(C)c2ccccc2)c1)Cc1ccccc1
[27] COc1ccc(C=NCCCN2CCOCC2)cc1
[28] CCCN(C(=O)c1ccc(S(=O)(=O)N2CCCC2)cc1)C1CCS(=O)(=O)C1 (stereo unspecified)
[29] Cc1ccc(SCC(=O)NCc2ccccc2)cc1
[30] COc1ccccc1NS(=O)(=O)c1ccc(C)c(C(=O)NC2=NCCS2)c1
[31] Cn1cc(CNC(=O)/C=C/c2ccc(Cl)cc2)cn1
[32] COc1ccc(/C=N/Nc2nonc2N)cc1

Screen / compound no. | 25 | 26 | 27 | 28 | 29 | 30 | 31 | 32
mIAP inh | -2 | -19 | 1 | -3 | 9 | -3 | 10 | 0
hIAP act | 1.1 | 1.1 | 1.2 | 0.87 | 1.2 | 0.93 | 1 | 1.2
beta cell repl | -4 | -8 | 0 | 3 | -1 | 5 | 0 | -2
MPTP inh | -4.9 | -0.4 | -0.3 | -0.9 | 1.2 | -1.1 | 12 | -0.4
mIAP activ | 1 | 1.2 | 0.99 | 1 | 0.91 | 1 | 0.9 | 0.99
hIAP block | -6 | -14 | -16 | 13 | -22 | 7 | -1 | -24
APOBEC3A inh | -1 | -2 | -4 | 3 | -8 | -2 | -2 | -4
A3G deaminase | -2 | 3 | -8 | -5 | 7 | -6 | 2 | -6
NR3A LBD binder | 10 | 1 | 1 | 2 | 4 | 1 | -9 | 17*

[33] O=C(CCC(=O)N1CCN(S(=O)(=O)c2ccc(Cl)cc2)CC1)Nc1ccc(Cl)cc1Cl
[34] COc1ccc(-c2nc(N/N=C(\C)c3ccc(O)cc3)c3ccccc3n2)cc1
[35] OC1CCCCC1Sc1nc2ccccc2s1 (stereo unspecified)
[36] [N-]=[N+]=NC[C@H](Cc1ccccc1)N1CC[C@@H](NC(=O)OCc2ccccc2)CCC1=O
[37] NC1=NC(=O)/C(=C\c2ccc(-c3ccc(Cl)cc3)o2)S1
[38] Cc1ccc(NC(=O)CCNS(=O)(=O)c2cccc3nsnc23)cc1
[39] Cc1ccc(C)c(Oc2coc3cc(O)ccc3c2=O)c1
[40] O=C1NC[C@H](c2ccccc2)N(CCc2cccc(F)c2)C1=O

Screen / compound no. | 33 | 34 | 35 | 36 | 37 | 38 | 39 | 40
mIAP inh | 5 | 3 | 5 | -10 | 4 | 0 | 2 | -4
hIAP act | 0.86 | 1.2 | 0.96 | 1.1 | 1.4 | 0.96 | 0.96 | 0.92
beta cell repl | 0 | -6 | -2 | -5 | -4 | 0 | -3 | 8
MPTP inh | 4.0 | 8.7 | 0.8 | 9.9 | 1.4 | 1.0 | 0.3 | -0.7
mIAP activ | 0.95 | 0.97 | 0.95 | 1.1 | 0.96 | 1 | 0.98 | 1
hIAP block | 14 | -24 | 4 | -7 | -37 | 4 | 4 | 8
APOBEC3A inh | -1 | -5 | -5 | -3 | 1 | 2 | -1 | -4
A3G deaminase | -4 | -8 | -11 | -7 | -1 | -3 | -4 | -7
NR3A LBD binder | -3 | 13* | -1 | -2 | -3 | 6 | -1 | 4

[41] COc1ccc(C2C(C#N)C(C#N)N3CCCN23)cc1 (stereo unspecified)
[42] Cc1cccnc1NC(=S)NC(=O)/C=C/c1ccccc1
[43] CC(=O)c1cccc(NC(=O)c2cc(-c3ccco3)nc3ccccc23)c1
[44] CCC(C)(CC(=O)Nc1nccs1)c1ccccc1 (stereo unspecified)
[45] O=C(CN1C(=O)COc2ccccc21)c1cccc(Cl)c1

Screen / compound no. | 41 | 42 | 43 | 44 | 45
mIAP inh | 3 | 6 | 10 | 6 | -3
hIAP act | 1.5 | 1.1 | 0.94 | 1 | 0.98
beta cell repl | -2 | -1 | 7 | -1 | -1
MPTP inh | -0.6 | 0.6 | 0.9 | 1.6 | -1.4
mIAP activ | 0.97 | 0.94 | 0.9 | 0.94 | 1
hIAP block | -46 | -9 | 6 | -4 | 2
APOBEC3A inh | -3 | -2 | 6 | -4 | 3
A3G deaminase | -11 | -4 | -4 | -12 | -4
NR3A LBD binder | 1 | 1 | -5 | -2 | 0

Structures above marked active in NR3A LBD binder:
item	Structure	mIAP inh	hIAP act	MPTP inh	mIAP activ	hIAP block	APOBEC3A inh	A3G deaminase	NR3A LBD binder
32	COc1ccc(/C=N/Nc2nonc2N)cc1	0	1.2	-0.4	0.99	-24	-4	-6	17*
34	COc1ccc(-c2nc(N/N=C(\C)c3ccc(O)cc3)c3ccccc3n2)cc1	3	1.2	8.7	0.97	-24	-5	-8	13*

Four entries picked at random from those above, as already listed:
[45] O=C(CN1C(=O)COc2ccccc21)c1cccc(Cl)c1
[41] COc1ccc(C2C(C#N)C(C#N)N3CCCN23)cc1 (stereo unspecified)
[43] CC(=O)c1cccc(NC(=O)c2cc(-c3ccco3)nc3ccccc23)c1
[44] CCC(C)(CC(=O)Nc1nccs1)c1ccccc1 (stereo unspecified)

Screen / compound no. | 45 | 41 | 43 | 44
mIAP inh | -3 | 3 | 10 | 6
hIAP act | 0.98 | 1.5 | 0.94 | 1
beta cell repl | -1 | -2 | 7 | -1
MPTP inh | -1.4 | -0.6 | 0.9 | 1.6
mIAP activ | 1 | 0.97 | 0.9 | 0.94
hIAP block | 2 | -46 | 6 | -4
APOBEC3A inh | 3 | -3 | 6 | -4
A3G deaminase | -4 | -11 | -4 | -12
NR3A LBD binder | 0 | 1 | -5 | -2
